Source: PubChem
Dynein transport – dynein cargo transport inhibition; z-score, hits read low; 3617.4 mouse cells, GR-EGFP nuclear translocation imaging; test concentration mostly 20 µM; stimulated with dexamethasone, 1 µM; hits give low values; 220,000 tested, 0.47% active;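 active means plate z-score of nuclear minus cytoplasmic receptor signal below a set negative limit, without overly bright fluorescence or cell loss, cut at about -3.5 in these data, passing the limit was not always enough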;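 further: z-score of nuclear minus cytoplasmic ring GR-EGFP intensity difference per well; some compounds called inactive have numbers as strong as hits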
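Buffer or medium: tetracycline-free induction medium containing charcoal-stripped FBS / Reagent: dexamethasone agonist, 1.0 µM final, for 30 min / Technique: automated 10x imaging of fixed Hoechst-stained cells / Times: induction 48 h, compound 1 h, agonist 30 min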
bCat nuc transl – alters nuclear translocation of beta-catenin in HeLa cells; immunofluorescence imaging; nuclear translocation activity, % at 5 µM; 190,000 tested, 0.3% active; AID 1665;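 active means nuclear translocation activity above 50% at 5 µM, with a well cell count of 50 or more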;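 further: per-cell ratio of nuclear to cytoplasmic median beta-catenin stain intensity; plate controls were DMSO negative control for no effect and GSK-3 inhibitor IX positive control for full effect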
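Assay system: human HeLa cells, native beta-catenin; doses: 5 µM primary, 0.02–20 µM confirmation; incubation: compound treatment 24 h, 37°C, 5% CO2; technique: fluorescence imaging of beta-catenin antibody stain plus DAPI; measure: % activation, nuclear-to-cytoplasmic median beta-catenin signal ratio per cell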
Insulin prom up – MIN6 insulin promoter up-regulation. MIN6 insulin promoter-GFP reporter, high-content imaging; hits give high values. z-score at 5 µM. 190,000 tested, 0.3% active;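 active means z-score above 3 at 5 µM with at least 500 cells counted in the well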
Hep lipid drop – hepatic lipid droplet formation modulation. AID 1656. AML12 mouse hepatocytes, oleate lipid droplets, BODIPY imaging. inhibition, % at 6.5 µM. 240,000 tested, 0.4% active;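 active means lipid droplet intensity inhibited by at least 50%, with more than 500 cells counted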
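Technique: fluorescence imaging, 20x objective, two fields per well / Assay system: AML12 hepatocytes (mouse) / Measure: % inhibition of lipid droplet signal / Doses: 6.5 µM single-point dosing / Incubation: overnight exposure / Reagent: 100 µM oleic acid challenge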
Autophagy mod – autophagy modulation, high-content screen; MEF GFP-LC3 puncta imaging; test concentration mostly 10 µM; calls only at 10 µM (by protocol); 190,000 tested, 0.98% active; AID 463193;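 active means percentage of spot-positive cells more than 3 SD above its plate mean, without a fluorescence outlier flag or 80% toxicity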;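 further: spot-positive cell cutoff set from DMSO-treated cells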
WT yeast gro inh – growth inhibition of WT yeast, mitochondrial fusion screen. mitochondrial fusion phenotypic screen, WT strain. inhibition, % at 10 µM. 190,000 tested, 2.1% active. AID 1362; in the data active means inhibition above about 58%; tested in S. cerevisiae
MT stabilize HCS – stabilizes microtubules in HeLa cells. HeLa tubulin immunostaining HCS, 24 h; share of cells brighter than vehicle mean+2SD. % tubulin-high responders, % at 10 µM. 200,000 tested, 0.83% active. AID 2205;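 active means plate Z-score above 3 for both tubulin-high and condensed-nucleus cell shares, with cell loss under 80%, at 10 µM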;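 further: anti alpha tubulin signal scored within the nucleus-defined area of each cell; some results filed as inactive read as strong as hits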
CSM14.1 death rescue – protection against thapsigargin-triggered cell killing – 384-well, CSM14.1, ATP luminescence, primary screen (AID 1222) | cellular ATP content (survival), % at 20 µM, or EC50 in µM where a hit was titrated | CSM14.1 thapsigargin-induced death rescue, ATP luminescence; higher % means a stronger effect | 190,000 tested, under 10 active;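 active means EC50 below 50 µM in the dose-response confirmation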;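 further: death triggered by thapsigargin at about 15 µM added after 2 h compound pretreatment; cell ATP read after overnight thapsigargin exposure of roughly 18 to 22 hours; normalized against plate controls of thapsigargin alone and 5% DMSO vehicle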
XIAP displacement – small molecules displacing peptide from XIAP – biochemical, IAP family, fluorescence polarization (AID 1018); one-dose displacement, % at 20 µM; IC50 in µM for titrated hits; 200,000 tested, 0.007% active; XIAP BIR domain, fluorescence polarization peptide displacement; higher % means a stronger effect; in the data active means displacement above about 50%; further: a part of the inactive calls stands beside numbers as strong as those of hits
WT yeast gro inh mutant strain – further read-out of WT yeast gro inh, marked with its call; inhibition, %; mitochondrial fusion phenotypic screen, mutant strain inhibition
Dynein transport cytoplasmic EGFP – also measured in Dynein transport; calls as there; z-score; measured here: cytoplasmic GR-EGFP intensity; hits give high values
Dynein transport nuclear GR-EGFP – recorded beside Dynein transport, whose call it bears; z-score; measured here: nuclear GR-EGFP intensity;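 lower value marks the stronger effect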
Dynein transport cell count – further read-out of Dynein transport, marked with its call; z-score; measured here: cell count per field
Insulin prom up cell count – also measured in Insulin prom up; calls as there; cell count; measured here: cytotoxicity, nuclei count;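 total cells summed across four imaged fields per well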
Hep lipid drop cells 6.5 µM – second read-out of Hep lipid drop, no call of its own (marks repeat the call); cell count; measured here: cell count, cytotoxicity flag;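 cells counted across two imaged fields per well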
bCat nuc transl cell count 5 µM – also measured in bCat nuc transl; calls as there; cell count; measured here: cell count, cytotoxicity flag
MT stabilize HCS Hoechst-high % – also measured in MT stabilize HCS; calls as there; % Hoechst-high responders; measured here: nuclear condensation Hoechst responders;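 share of cells brighter than vehicle mean plus two SD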
MT stabilize HCS cytotoxicity % – also measured in MT stabilize HCS; calls as there; toxicity, %; measured here: cytotoxicity by cell density;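 0% = mean cell density of plate MIN control wells and 100% = no cells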
Autophagy mod cell loss 18 h – also measured in Autophagy mod; calls as there; toxicity, %; measured here: cell loss, nuclei count;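 cell loss after 18 h compound exposure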
Active calls of the source: *; & = joins results of further samples. Only part of the results is shown, so the mix of outcomes need not match the whole.

CC1CCCCN1Cc1ccc(Cl)nc1 (stereo unspecified) was read as Dynein transport -0.29, bCat nuc transl 0.9, Insulin prom up -0.04, Hep lipid drop 16, Autophagy mod inactive, WT yeast gro inh 8, MT stabilize HCS 2.0, XIAP displacement -6.8%, WT yeast gro inh mutant strain 5, Dynein transport cytoplasmic EGFP -0.27, Dynein transport nuclear GR-EGFP -0.24, Dynein transport cell count -0.58, Insulin prom up cell count 1324, Hep lipid drop cells 6.5 µM 703, bCat nuc transl cell count 5 µM 1047, MT stabilize HCS Hoechst-high % 2.2, MT stabilize HCS cytotoxicity % 3.1 and Autophagy mod cell loss 18 h 8.
O=C(c1ccc(F)cc1)C(Cc1ccccc1)N1CCCCC1 (stereo unspecified) was read as Dynein transport -1.2, bCat nuc transl -2.3, Insulin prom up -0.24, Hep lipid drop -3, Autophagy mod inactive, WT yeast gro inh 12, MT stabilize HCS 7.1, CSM14.1 death rescue 1.4%, XIAP displacement -3.1%, WT yeast gro inh mutant strain 6, Dynein transport cytoplasmic EGFP -0.23, Dynein transport nuclear GR-EGFP -0.71, Dynein transport cell count 1.1, Insulin prom up cell count 1236, Hep lipid drop cells 6.5 µM 687, bCat nuc transl cell count 5 µM 1083, MT stabilize HCS Hoechst-high % 1.1, MT stabilize HCS cytotoxicity % 6.4 and Autophagy mod cell loss 18 h 14.
`COc1ccc(CC2c3cc(OC)c(OC)cc3CCN2C)cc1O` (stereo unspecified) gave Dynein transport -0.27, bCat nuc transl -1.9, Insulin prom up -0.36, Hep lipid drop 12, Autophagy mod inactive, WT yeast gro inh -4, MT stabilize HCS 2.9, CSM14.1 death rescue 12%, XIAP displacement -7.7%, WT yeast gro inh mutant strain -8, Dynein transport cytoplasmic EGFP -0.23, Dynein transport nuclear GR-EGFP 0.24, Dynein transport cell count 0.03, Insulin prom up cell count 1179, Hep lipid drop cells 6.5 µM 720, bCat nuc transl cell count 5 µM 597, MT stabilize HCS Hoechst-high % 2.0, MT stabilize HCS cytotoxicity % 5.8 and Autophagy mod cell loss 18 h -3.
Screening O=C(NC1(C(F)(F)F)Oc2ccc(Cl)cc2O1)N1CCC2(CC1)OCCO2 (stereo unspecified) returned Dynein transport 0.048, bCat nuc transl 3.5, Insulin prom up -2.3, Hep lipid drop 10, Autophagy mod inactive, WT yeast gro inh 2, MT stabilize HCS 3.1, CSM14.1 death rescue -0.6%, XIAP displacement -6.0%, WT yeast gro inh mutant strain 19, Dynein transport cytoplasmic EGFP -0.18, Dynein transport nuclear GR-EGFP 0.44, Dynein transport cell count -0.024, Insulin prom up cell count 589, Hep lipid drop cells 6.5 µM 787, bCat nuc transl cell count 5 µM 895, MT stabilize HCS Hoechst-high % 4.2, MT stabilize HCS cytotoxicity % 3.5 and Autophagy mod cell loss 18 h 24.
`CCOc1ccc(C2C(C#N)=C(N)Oc3c2c(=O)oc2ccccc32)cc1` (stereo unspecified) gave Dynein transport -0.39, bCat nuc transl -0.3, Insulin prom up 1.4, Autophagy mod inactive, WT yeast gro inh 27, MT stabilize HCS 3.0, CSM14.1 death rescue -2.1%, XIAP displacement -0.5%, WT yeast gro inh mutant strain 17, Dynein transport cytoplasmic EGFP -0.33, Dynein transport nuclear GR-EGFP -0.027, Dynein transport cell count 1.2, Insulin prom up cell count 1326, bCat nuc transl cell count 5 µM 1469, MT stabilize HCS Hoechst-high % 2.0, MT stabilize HCS cytotoxicity % 10 and Autophagy mod cell loss 18 h -8.
`N#CC1=C(N)Oc2cc(O)ccc2C1c1ccc2c(c1)OCO2` (stereo unspecified) gave Dynein transport 0.4, bCat nuc transl 0.2, Insulin prom up 0.59, Hep lipid drop 2, Autophagy mod inactive, WT yeast gro inh -4, MT stabilize HCS 2.5, CSM14.1 death rescue 6.9%, XIAP displacement -12%, WT yeast gro inh mutant strain -10, Dynein transport cytoplasmic EGFP -0.24, Dynein transport nuclear GR-EGFP 0.48, Dynein transport cell count 0.43, Insulin prom up cell count 1212, Hep lipid drop cells 6.5 µM 615, bCat nuc transl cell count 5 µM 1485, MT stabilize HCS Hoechst-high % 1.3, MT stabilize HCS cytotoxicity % 4.0 and Autophagy mod cell loss 18 h -36.
`CCC(C)n1c(O)c(C=NC(C)c2ccccc2)c(=O)[nH]c1=S` (stereo unspecified) gave Dynein transport 1.2, bCat nuc transl -0.2, Insulin prom up 1.7, Hep lipid drop 8, Dynein transport cytoplasmic EGFP -0.16, Dynein transport nuclear GR-EGFP 1.2, Dynein transport cell count -1.9, Insulin prom up cell count 1110, Hep lipid drop cells 6.5 µM 695 and bCat nuc transl cell count 5 µM 1341.
Screening COc1cccc(N2C(=O)NC(=O)/C(=C\c3ccc([N+](=O)[O-])s3)C2=O)c1 returned Dynein transport -6.5*, bCat nuc transl -2.8, Insulin prom up -0.44, Hep lipid drop 10, Autophagy mod inactive, WT yeast gro inh 12, MT stabilize HCS 4.4, CSM14.1 death rescue 1.8%, XIAP displacement -2.9%, WT yeast gro inh mutant strain 34, Dynein transport cytoplasmic EGFP 2.6*, Dynein transport nuclear GR-EGFP -2.6*, Dynein transport cell count -0.42*, Insulin prom up cell count 1125, Hep lipid drop cells 6.5 µM 711, bCat nuc transl cell count 5 µM 1156, MT stabilize HCS Hoechst-high % 2.8, MT stabilize HCS cytotoxicity % 8.0 and Autophagy mod cell loss 18 h -12.
`C=CCN1C(=O)NC(=O)/C(=C\c2ccc(-c3ccccc3[N+](=O)[O-])o2)C1=O` gave Dynein transport -0.35, bCat nuc transl -0.6, Insulin prom up 0.06, Hep lipid drop 1, Autophagy mod inactive, WT yeast gro inh -11, MT stabilize HCS 1.3, CSM14.1 death rescue 1.3%, XIAP displacement -2.9%, WT yeast gro inh mutant strain -22, Dynein transport cytoplasmic EGFP -0.27, Dynein transport nuclear GR-EGFP 0.025, Dynein transport cell count -0.054, Insulin prom up cell count 1608, Hep lipid drop cells 6.5 µM 692, bCat nuc transl cell count 5 µM 1029, MT stabilize HCS Hoechst-high % 1.7, MT stabilize HCS cytotoxicity % 4.8 and Autophagy mod cell loss 18 h -10.
COc1cc2c(cc1O)CC1c3c(cc(O)c(OC)c3-2)CCN1C (stereo unspecified) was read as Dynein transport -1&-0.47, bCat nuc transl -0.3&-3.8, Insulin prom up 0.22&0.11, Hep lipid drop -1&-9, Autophagy mod inactive, WT yeast gro inh 8, MT stabilize HCS 2.7, CSM14.1 death rescue -1.5%, XIAP displacement -9.7%, WT yeast gro inh mutant strain 13, Dynein transport cytoplasmic EGFP -0.24&-0.27, Dynein transport nuclear GR-EGFP -0.13&-0.14, Dynein transport cell count 0.13&0.39, Insulin prom up cell count 995&1333, Hep lipid drop cells 6.5 µM 622&745, bCat nuc transl cell count 5 µM 1311&1067, MT stabilize HCS Hoechst-high % 1.6, MT stabilize HCS cytotoxicity % 7.3 and Autophagy mod cell loss 18 h -12.
`O=C(c1ccccc1F)c1cn(CC(=O)N2CCCC2)c2ccccc12` gave Dynein transport 0.83, bCat nuc transl -6.6, Insulin prom up 0.06, Hep lipid drop 2, Autophagy mod inactive, WT yeast gro inh -23, MT stabilize HCS 3.8, CSM14.1 death rescue -2.0%, XIAP displacement -7.2%, WT yeast gro inh mutant strain -3, Dynein transport cytoplasmic EGFP -0.19, Dynein transport nuclear GR-EGFP 0.8, Dynein transport cell count -0.29, Insulin prom up cell count 925, Hep lipid drop cells 6.5 µM 772, bCat nuc transl cell count 5 µM 1069, MT stabilize HCS Hoechst-high % 2.9, MT stabilize HCS cytotoxicity % 2.9 and Autophagy mod cell loss 18 h 1.
Screening Cc1ccc(N2C(=O)NC(=O)/C(=C\c3ccsc3)C2=O)cc1C returned Dynein transport -0.83, bCat nuc transl -1.7, Insulin prom up 0.5, Hep lipid drop 16, Autophagy mod inactive, WT yeast gro inh -4, MT stabilize HCS 3.1, CSM14.1 death rescue -0.1%, XIAP displacement -6.9%, WT yeast gro inh mutant strain -9, Dynein transport cytoplasmic EGFP -0.24, Dynein transport nuclear GR-EGFP -0.51, Dynein transport cell count 0.39, Insulin prom up cell count 1536, Hep lipid drop cells 6.5 µM 570, bCat nuc transl cell count 5 µM 1107, MT stabilize HCS Hoechst-high % 2.9, MT stabilize HCS cytotoxicity % 6.0 and Autophagy mod cell loss 18 h -45.
For Cc1cc(C)n(CCOC(=O)C2C(C=C(Cl)Cl)C2(C)C)n1 (stereo unspecified) the results were Dynein transport -0.75, bCat nuc transl -5.8, Insulin prom up -0.47, Hep lipid drop 2, Autophagy mod inactive, WT yeast gro inh 27, MT stabilize HCS 2.8, CSM14.1 death rescue 3.7%, XIAP displacement -16%, WT yeast gro inh mutant strain 25, Dynein transport cytoplasmic EGFP -0.21, Dynein transport nuclear GR-EGFP -0.021, Dynein transport cell count 0.23, Insulin prom up cell count 1192, Hep lipid drop cells 6.5 µM 737, bCat nuc transl cell count 5 µM 1278, MT stabilize HCS Hoechst-high % 3.7, MT stabilize HCS cytotoxicity % 9.2 and Autophagy mod cell loss 18 h 2.
